Rab9 prom act: Rab9 promoter activation; Huh7 Rab9 promoter-luciferase reporter, luminescence, 24 h; 320,000 compounds, 2.8% hits; Potency, µM (titrated, usually from 9.22 µM), for the others: at the highest dose activation, negative = inhibition, most hits filed as activators; note: potency is the fitted concentration of half-maximal effect; % of control where 0% means no effect; nearly all actives have a fitted effect of over 60% in size
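Cells were plated at 1500 per well in reduced-serum medium with 10% FBS and left 2 h. Compound in DMSO was then added for 24 h at 37 °C. Reporter signal was read by luminescence after 10 min with luciferase detection reagent.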
BRCA1 expr up: increases BRCA1 expression; 380,000 compounds, 1.1% hits; AID 624202; Potency, µM (doses to about 46.1 µM), inactives show at the top dose activation, usual class: activators; MCF7-BRCA1-FFLuc reporter, luminescence, 48 h; response scale: scaled: vehicle 0%, 10 µM genistein 100%; note: potency is the fitted concentration of half-maximal effect; nearly all actives have a fitted effect of over 80% in size; some results filed as inactive show a strong effect at the top dose
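MCF7 cells carrying a BRCA1-firefly luciferase reporter (2000 cells/well, phenol-red free MEM) were attached for 2 h at 37 °C, then given compounds for 48 h. Luminescence was read 15 min after luciferase reagent; activity normalized to genistein (10 microM) and DMSO.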
FLuc modulator: counter-screen for miR-21 project: firefly luciferase inhibitors or activators; purified FLuc, Km substrates, luminescence inhibition; Potency, µM (highest dose often 57.5 µM), for inactives: at the highest dose activity change, negative = inhibition, hits mostly inhibitors; AID 588342; 360,000 compounds, 6.9% hits; P08659;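 note: potency is the fitted concentration of half-maximal effect; plate controls were vehicle for no effect and reference inhibitor for full effect; nearly all actives have a fitted effect of over 55% in size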
Target sequence (P08659 whole entry, looked up): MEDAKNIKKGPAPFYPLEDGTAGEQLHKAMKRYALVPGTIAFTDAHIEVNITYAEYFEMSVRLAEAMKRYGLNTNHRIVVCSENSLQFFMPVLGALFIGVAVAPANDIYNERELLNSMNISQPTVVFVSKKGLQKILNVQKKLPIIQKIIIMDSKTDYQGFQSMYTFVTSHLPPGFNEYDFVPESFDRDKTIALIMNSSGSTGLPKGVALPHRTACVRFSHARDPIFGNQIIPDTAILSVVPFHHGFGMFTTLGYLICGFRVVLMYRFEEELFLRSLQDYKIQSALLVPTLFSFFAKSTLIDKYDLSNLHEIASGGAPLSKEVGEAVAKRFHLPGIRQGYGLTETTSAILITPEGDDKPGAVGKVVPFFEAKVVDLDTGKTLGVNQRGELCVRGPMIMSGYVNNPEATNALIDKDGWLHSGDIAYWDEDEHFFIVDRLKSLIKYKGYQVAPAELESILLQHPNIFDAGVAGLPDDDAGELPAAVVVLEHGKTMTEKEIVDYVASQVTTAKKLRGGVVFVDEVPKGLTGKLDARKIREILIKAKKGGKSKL
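Biochemical qHTS of compounds, final roughly 60 µM downward over six points, against 10 nM purified firefly luciferase using Km concentrations of substrates (10 uM D-luciferin, 10 uM ATP) in Tris acetate pH 7.5 buffer; luminescence output.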
RORgamma inh: blocks mouse ROR gamma transcriptional activity; Drosophila S2 Gal4-RORgamma UAS-luciferase reporter, 20 h; Potency, µM (top dose mostly 53.6 µM), inactives show at the top dose activity change, negative = inhibition, hits mostly inhibitors; 310,000 compounds, 5.4% hits; AID 2551; note: potency is the fitted concentration of half-maximal effect; % is set by controls: 0 for no effect and ±100 for the full control effect; nearly all actives have a fitted effect of over 60% in size
Target sequence (P51450 whole entry, looked up, the tested form may be a part): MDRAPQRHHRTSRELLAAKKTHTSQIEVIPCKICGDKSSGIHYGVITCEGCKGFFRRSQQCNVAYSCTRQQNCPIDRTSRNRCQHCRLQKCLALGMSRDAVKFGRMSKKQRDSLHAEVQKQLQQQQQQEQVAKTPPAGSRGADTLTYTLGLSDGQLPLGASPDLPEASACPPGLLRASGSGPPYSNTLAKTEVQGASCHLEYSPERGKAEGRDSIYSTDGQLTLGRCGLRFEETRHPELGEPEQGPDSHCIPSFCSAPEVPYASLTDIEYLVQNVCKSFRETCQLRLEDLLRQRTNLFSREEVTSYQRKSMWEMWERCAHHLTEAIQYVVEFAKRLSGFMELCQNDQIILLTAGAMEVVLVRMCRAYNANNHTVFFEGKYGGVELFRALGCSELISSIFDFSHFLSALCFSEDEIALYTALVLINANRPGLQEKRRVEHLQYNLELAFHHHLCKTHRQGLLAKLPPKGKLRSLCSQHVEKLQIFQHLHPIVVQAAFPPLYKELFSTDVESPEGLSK
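Luminescence from a UAS-regulated Photinus luciferase reporter in stably transfected Drosophila Schneider cells is measured; decreased signal marks ROR gamma inhibition. Fusion expression is induced by 700 uM copper sulfate for 20 hr.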
p53 reactivator: re-activators of mutant p53 | AID 504706 | Potency, µM (titrated, usually from 92.2 µM), inactives show top-dose activity change, positive = activation, usual class: activators | 320,000 compounds, 0.063% hits | H1299 p53-A138V BP100-luciferase reporter, luminescence, 24 h; note: potency is the fitted concentration of half-maximal effect; % of control where 0% means no effect; nearly all actives have a fitted effect of over 45% in size
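p53-null H1299 cells stably carrying temperature-sensitive p53-A138V and a BP100-luciferase reporter were pinned with compounds (4-point, 1:5 series) and held 24 hrs at 37 deg C. Luminescence was read 10 min after detection reagent.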
Giardia kill: Giardia lamblia killing; Giardia lamblia trophozoite viability; activity change, % at 7.66 µM, hits read low; 340,000 compounds, 0.15% hits; in the data active = activity change below about -80%; inconclusive = between about -30% and that limit;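 note: parasites exposed to compound for two days anaerobically before the ATP read; % is set by controls: 0 for no effect and ±100 for the full control effect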
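Luminescent ATP signal served as the viability read-out, measured 15-30 min after adding ATP detection reagent to trophozoites that had been incubated with compounds for 48 hrs at 37 deg C anaerobically at 100 cells/well.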
NPC1 prom act: activators of NPC1 promoter; Potency, µM (doses to about 9.22 µM), without a hit: at the top dose activation, most hits filed as activators; 320,000 compounds, 2.4% hits; Huh7 NPC1 promoter luciferase reporter, 24 h;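 note: potency is the fitted concentration of half-maximal effect; % of control where 0% means no effect; nearly all actives have a fitted effect of over 60% in size; reporter is driven by a mutant NPC1 promoter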
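Stable NPC1-promoter luciferase Huh7 line; cpd (DMSO) 24 h, 37 °C, 5% CO2; Amplite luciferase reagent 10 min RT; luminescence readout. qHTS format.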
VP16 counter: counter-screen for ROR gamma inhibitors: Gal4-VP16 reporter; Drosophila S2 Gal4-VP16 UAS-luciferase, luminescence, 20 h; Potency, µM (titrated, usually from 53.6 µM), for inactives: at the highest dose activity, negative = inhibition, actives largely listed as inhibitors; 310,000 compounds, 3.5% hits; AID 2546;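 note: Gal4-VP16 expression switched on by copper sulfate through the metallothionein promoter; potency is the fitted concentration of half-maximal effect; % is set by controls: 0 for no effect and ±100 for the full control effect; nearly all actives have a fitted effect of over 50% in size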
PKM2 activator: PKM2 (human) enzyme activation; purified PKM2, Kinase-Glo ATP luminescence, activation; response scale: 0% is enzyme alone, no compound; Potency, µM (top dose mostly 57.5 µM), inactives show at the highest dose activation, most hits filed as activators; 260,000 compounds, 0.34% hits; note: potency is the fitted concentration of half-maximal effect; % is set by controls: 0 for no effect and ±100 for the full control effect; nearly all actives have a fitted effect of over 55% in size
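ATP formation by purified human PK-M2, quantified via coupled luciferase luminescence after 1 h at room temperature with 0.1 mM ADP and 0.5 mM PEP final.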
Menin MLL FP TR: inhibitors of human menin-MLL interaction, mutant MLL peptide | 270,000 compounds, 0.23% hits | Menin + Texas Red MLL mutant peptide, fluorescence polarization | Potency, µM (doses to about 61.6 µM), inactives show top-dose FP activity change, negative = inhibition, most hits filed as inhibitors | O00255; active = well fitted inhibition curve with a large enough effect in the polarisation, with a control signal flat, not every such curve was filed as active; inconclusive = small, poorly fitted or top-dose-only effect, or effect the other way, or a change in a side signal; inactive = no such curve, though single readings can be large or run the other way; the % refers to the polarisation; note: potency is the fitted concentration of half-maximal effect; % of control where 0% means no effect; many of its hits are not listed in these tables
ELG1 genotox: genotoxicity induction in ELG1-luciferase HEK293T cells; HEK293T ELG1-luciferase reporter, luminescence, 16 h; Potency, µM (highest dose often 46 µM), for the others: at the highest dose activity change, positive = activation, actives largely listed as activators; 330,000 compounds, 1.3% hits; AID 504466; note: potency is the fitted concentration of half-maximal effect; % of control where 0% means no effect; nearly all actives have a fitted effect of over 60% in size
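Quantitative HTS format in 1536-well plates. HEK293T ELG1-luciferase reporter cells receive test compound and are incubated 16 hr at 37 °C, 5% CO2; ONE-Glo added, 30 min room temperature, then luminescence read.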
The depositor's hits bear a star; ? = inconclusive; . = not tested or not shown; & = joins results of further samples; [ ] = dose if it differs, or a comment. Unless noted, calls come from the whole dose curve; as a rule, active = well fitted curve in the direction sought with a large enough effect; inconclusive = small, poorly fitted or top-dose-only effect, or another doubt; inactive = no such curve, though single readings can be large; an effect the other way counts as inactive or inconclusive. This is a subset; rates above refer to the full screens.

SMILES	Rab9 prom act	BRCA1 expr up	FLuc modulator	RORgamma inh	p53 reactivator	Giardia kill	NPC1 prom act	VP16 counter	PKM2 activator	Menin MLL FP TR	ELG1 genotox
COc1ccc(CNC(=O)N2CCN(C(=O)c3ccccc3)CC2)cc1	-3%	-3%	-4%	.	-9%	1	3%	.	.	.	1%
Cc1cc(N2CCCCC2C)nc(-c2ccccc2O)n1 (configuration not stated)	0%	0%	?	1%	9%	-2	-3%	-9%	-5%	.	-6%
COCC(C)NC(=O)c1ccc(N(C)C)cc1 (configuration not stated)	?	57%	-14%	-2%	11%	-3	2%	1%	-8%	0%	6%
CCN(CC)C(=O)c1sc(NC(=O)c2ccc(Br)o2)c(C(=O)OC)c1C	-8%	-35%	-13%	1%	1%	7	0%	4%	-3%	-10%	-2%
c1cnc(N2CCN(Cc3c[nH]c4ccccc34)CC2)nc1	0%	-84%	4%	-12%	-32%[inhibitor]	0	-1%	-12%	-1%	-4%	1%
CSc1ccc(C(=O)C2CCCN(C(=O)c3nonc3C)C2)cc1 (configuration not stated)	1%	-10%	1%	-10%	-7%	38[activator]	1%	1%	2%	-8%	-17%
COc1ccc(NC(=O)Nc2ccc(F)c(F)c2)c(OC)c1	13%	60%	-10%	34%	-1%	-11	-2%	0%	-1%	?	10%
O=C(Nc1ccc(NC(=O)C2CC2)nc1)c1cccc(F)c1	4.5µM*	17%	?	18%	?	3	?	-3%	-1%	-22%	14%
CCOc1ccccc1C(=O)NCCC(=O)O	1%	-2%	1%	-18%	-7%	-15	0%	-1%	-7%	8%	-3%
Cc1c(C(C)C)c(=O)n(-c2ccc(S(=O)(=O)N3CCOCC3)cc2)n1C	14%	23%	2%	-1%	-1%	1	-2%	7%	-5%	-2%	-2%
CCCn1nc(C(=O)N2CCc3ccccc3C2)c2ccccc2c1=O	-1%	-5%	0%	15%	-21%	2	-3%	4%	-1%	-23%	0%
CCOCCCNC(=S)Nc1ccc(S(N)(=O)=O)cc1	0%	-6%	2%	30%	-1%	-16	-4%	?	9%	-19%	-1%
Nc1nnc(SCC(=O)OCC(=O)NC2CCCCC2)s1	-6%	-2%	4%	-16%	-2%	-4	-1%	-13%	-4%	8%	1%
COc1ccc(CNC(=O)CCn2c(=O)c3cccn3c3ccc(F)cc32)cc1	3%	9%	-1%	7%	-3%	5	0%	-6%	.	.	4%
O=C(O)c1ccc(COc2ccccc2/C=C2/NC(=O)N(c3cccc(Cl)c3)C2=O)cc1	-2%	31%	-16%	?	9%	-22	-1%	-1%	0%	?	9%
COc1ccccc1C(=O)NCC(=O)N/N=C/c1cc(Br)ccc1OCc1ccccc1	-4%	-15%	8%	20%	-3%	?	1%	-9%	-1%	-8%	-15%
O=C1CCC(=O)N1CCSC(=S)N1CCOCC1	0%	27%	4%	11%	4%	-14	0%	4%	-3%	.	3%
COCc1cc(=O)[nH]c2c1c(-c1ccccc1)nn2C	0%	0%	-2%	27%	-4%	-2	-2%	-5%	4%	.	1%
O=C(COc1ccccc1)N1CCN(c2nnc(-c3ccccc3)c3ccccc23)CC1	-6%	-43%	3%	18%	-3%	10	-1%	-3%	-3%	?	-16%
O=C(CN(c1ccc(Cl)cc1)S(=O)(=O)c1ccc(Cl)c([N+](=O)[O-])c1)NCCc1ccccc1	?	-72%	-1%	-1%	17%	-23	-25%	-8%	7%	19%	9%
COc1cc2c(cc1OC)C(c1ccc(-c3cc(Cl)ccc3Cl)o1)=NCC2	-24%	-90%	1%	0%	2%	-1	-2%	-1%	20%	?	-26%
N/C(=N\OC(=O)c1cc(-c2ccccc2)nc2ccccc12)c1cccnc1	1%	-15%	?	7%	-8%	8	-3%	-12%	1%	-5%	-9%
CCN(CC)S(=O)(=O)c1cccc(C(=O)Nc2cccnc2)c1	-1%	6%	-5%	-18%	-10%	8	1%	2%	-20%	-11%	-13%
CN(C)C(=O)/C(=C\c1ccncc1)NC(=O)c1ccccc1	-6%	-6%	-1%	25%	1%	-7	-2%	2%	-3%	15%	4%
Cc1ccc(S(=O)(=O)CC(C)N2CCOCC2)c(S(=O)(=O)CC(C)N2CCOCC2)c1 (configuration not stated)	-6%	-1%	-2%	-18%	3%	12	0%	-4%	0%	6%	2%
O=C(c1ccccc1)N1N=C(c2ccccc2)CC1c1ccccc1[N+](=O)[O-] (configuration not stated)	-5%	-30%	6%	5%	0%	-5	1%	4%	16%	-1%	8%
CC(C)(Oc1ccc(Cl)cc1)C(=O)O	-3%	1%	1%	33%[10 µM]	-1%	-13	1%	-6%	.	-11%	-7%
O=C(NC1CCCCC1)C(c1cccnc1)N(C(=O)c1csnn1)C1CCCC1 (configuration not stated)	0%	0%	4%	37%	6%	24	-2%	7%	-8%	2%	2%
O=C(CNC(=O)c1cccs1)c1ccc(Cl)cc1	0.5µM*	?	6µM*	-41%	?	7	1.1µM*	-21%	.	0%	?
COc1ccccc1OP(=O)(O)Oc1ccccc1OC	-2%	1%	-17%	0%	0%	-23	-3%	-4%	0%	-14%	0%
O=Cc1ccc(-c2ccc(F)cc2)o1	0%	0%	-11%	7%	5%	11	-3%	-12%	7%	9%	3%
O=C(Cc1ccc(Cl)cc1)Nc1ccc(C(=O)N2CCCCC2)cc1	-1%	28%	27µM*	6%	9%	18	10%	-13%	9%	.	12%
CN(CC(=O)Nc1ccc(Cl)cc1)C(=O)CNC(=O)c1cccs1	0%	-10%	-2%	.	-1%	-3	-1%	.	.	.	0%
Cc1ccc(C)c(N(CC(=O)NN=C2CCN(C)CC2)S(=O)(=O)c2ccccc2)c1	0%	-23%	2%	?	1%	-21	-2%	-15%	20%	-1%	1%
Cc1cc(-c2nc(C)c(-c3nnc(SCC(=O)Nc4ccc(Cl)cc4)n3C)s2)no1	-4%	-3%	-1%	7%	-2%	-20	-8%	2%	-7%	.	4%
CCc1cccc(C)c1NC(=O)CSc1nc2ccncc2[nH]1	4%	-21%	0%&-8%	6%	0%	-3	-5%	6%	.	0%	-3%
COC(=O)/N=C(/Cc1ccc(OC)cc1)c1ccc(OC)cc1	17%	102%	0.76µM*	-1%	?	-13	18%	25%	-50%	9%	8%
CCSc1nnc(NC(=O)CCNS(=O)(=O)c2ccccc2F)s1	12%	-23%	-1%	3%	17%	-4	-2%	-20%	7%	-10%	-3%
COc1c(C(=O)Nc2ccc(Br)cn2)ccc2ccccc12	?	?	5.4µM*	4%	24%	18	18%	10%	.	2%	?
CC1CCC(NC(=O)CNC(=O)c2cccs2)CC1 (configuration not stated)	4µM*	?	?	0%	21%	-27	?	0%	0%	.	?
Cc1nc(-c2ccc(S(=O)(=O)N3CCN(c4ccccc4)CC3)cc2)co1	-5%	11%	-2%	12%	8%	-17	-6%	-14%	-2%	-13%	-1%
COc1ccc(Oc2nc(C(F)(F)F)nc3ccccc23)cc1	-1%	-22%	8%	42%	3%	6	-8%	?	0%	4%	-5%
Nc1cccc(NC(=O)CCC(=O)NCc2ccco2)c1	18%	-4%	1%	-1%	14%	8	?	3%	0%	-5%	6%
CN(CC(=O)Nc1cccc(F)c1)C(=O)CCNC(=O)c1ccco1	2%	4%	-3%	.	1%	11	-2%	.	.	.	-7%
COc1ccc(NS(=O)(=O)c2cccc(NC(=O)CCC(=O)c3ccc(Cl)cc3)c2)cc1	-10%	-20%	-3%	?	11%	-8	-4%	?	0%	?	-3%
COC(=O)[C@H](C)NC(=O)Nc1cccc(C(F)(F)F)c1	-8%	4%	-1%	22%	-4%	1	5%	-4%	-5%	14%	0%
CCS(=O)(=O)N1N=C(c2cccc(NS(C)(=O)=O)c2)CC1c1cccs1 (configuration not stated)	-3%	19%	2%	30%	-6%	23	3%	-3%	.	.	3%
Oc1ccccc1N1CCN(C(=S)NCCc2ccccc2)CC1	0%	50%	?	?	13%	-6	8%	21%	4%	?	0%
Cc1cc(SCC(=O)c2ccc(Cl)cc2)nc(=O)[nH]1	1.6µM*	74%	4.8µM*	?	.	-3	1.3µM*	?	.	1%	?
COc1ccc(N2CC(C(=O)Nc3ccc(F)cc3F)CC2=O)cc1 (configuration not stated)	0%	-11%	0%	-6%	11%	-1	-2%	23%	2%	-19%	-2%
O=C(C1CC1)N1CCc2cc(S(=O)(=O)N(CCO)Cc3ccccc3)ccc21	-4%	-21%	0%	?	-13%	15	-5%	?	12%	-12%	-5%
